# MBNL1-CUG inh = blocks human MBNL1 binding to CUG repeat RNA | AID 2675 | TR-FRET MBNL1-His/biotin-(CUG)12 binding, 665/545 ratio | Potency, µM (doses to about 57.5 µM), without a hit: at the highest dose activity change, negative = inhibition, actives largely listed as inhibitors | 280,000 compounds, 0.036% hits; active means well fitted inhibition curve with a large enough effect in the signal ratio, with a control signal flat, not every such curve was filed as active; inconclusive means small, poorly fitted or top-dose-only effect, or effect the other way, or a change in a side signal; inactive means no such curve, though single readings can be large or run the other way; the % refers to the signal ratio; further: potency means the concentration at half of the fitted maximal effect; on the % scale 0 is the no-effect control and ±100 the full control effect
# Target sequence (Q9NR56 whole entry, looked up): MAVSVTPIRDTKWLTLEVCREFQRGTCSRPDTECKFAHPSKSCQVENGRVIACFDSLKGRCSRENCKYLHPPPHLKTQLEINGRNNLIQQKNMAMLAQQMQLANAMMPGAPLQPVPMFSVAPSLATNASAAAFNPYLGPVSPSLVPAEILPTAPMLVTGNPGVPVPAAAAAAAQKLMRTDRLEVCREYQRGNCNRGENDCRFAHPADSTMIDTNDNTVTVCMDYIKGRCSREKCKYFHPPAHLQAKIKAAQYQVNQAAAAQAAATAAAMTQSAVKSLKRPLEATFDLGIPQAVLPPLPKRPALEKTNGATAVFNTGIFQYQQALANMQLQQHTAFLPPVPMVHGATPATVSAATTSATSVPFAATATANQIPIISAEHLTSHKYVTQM
#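 Compounds (final 92 nM to 58 uM) are added to His-tagged MBNL1 and biotin-(CUG)12, then terbium anti-His antibody and streptavidin-XL665 (5 nM final). After 60 min at room temperature, the 665/545 nm ratio is read.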
# PTAP TSG101 blk = blocks PTAP/TSG101 interaction to inhibit HIV-1 budding | Q99816 | Fluorescence polarization, FITC-PTAP peptide / Tsg101 binding | Potency, µM (series often up to 115 µM), inactives show at the top dose activity change, negative = inhibition, usual class: inhibitors | 340,000 tested, under 10 active; active means well fitted inhibition curve with a large enough effect in the main read-out, with a control signal flat, not every such curve was filed as active; inconclusive means small, poorly fitted or top-dose-only effect, or effect the other way, or a change in a side signal; inactive means no such curve, though single readings can be large or run the other way; further: potency means the concentration at half of the fitted maximal effect; % of control where 0% means no effect
# Target sequence (Q99816 whole entry, looked up): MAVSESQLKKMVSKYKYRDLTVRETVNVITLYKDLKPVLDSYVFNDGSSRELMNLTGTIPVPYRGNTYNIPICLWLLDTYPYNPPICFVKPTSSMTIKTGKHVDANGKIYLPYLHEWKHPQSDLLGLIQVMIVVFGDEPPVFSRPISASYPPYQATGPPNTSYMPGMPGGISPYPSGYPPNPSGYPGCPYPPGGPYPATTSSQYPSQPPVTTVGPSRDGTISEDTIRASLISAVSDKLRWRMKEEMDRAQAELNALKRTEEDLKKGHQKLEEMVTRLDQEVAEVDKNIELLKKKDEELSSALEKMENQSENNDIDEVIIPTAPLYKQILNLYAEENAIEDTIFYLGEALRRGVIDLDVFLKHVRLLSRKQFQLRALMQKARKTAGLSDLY
#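 Tsg101 binding domain (10 uM final) was mixed with compound and a FITC-labeled PTAP peptide (50 nM final) in HEPES pH 7.5 buffer with NaCl, Tween 20, EDTA and TCEP; fluorescence polarization was read after 20 min at r.t.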
# TCR act = T cell receptor activation; primary human leukocytes, anti-CD3, IL-2 HTRF, 48 h; Potency, µM (doses to about 9.22 µM), inactives show at the top dose activation of IL-2 secretion, actives largely listed as activators; 330,000 tested, under 10 active; AID 504894; further: % of control where 0% means no effect
#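 Primary human leukocytes receive a-CD3 beads and test compound and are incubated 48 hr. Secreted IL-2 is then assayed by HTRF, measuring 665nm acceptor emission after 320nm excitation of the europium donor.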
# Menin MLL FP TR = displaces Texas Red mutant MLL peptide from human menin | Menin + Texas Red MLL mutant peptide, fluorescence polarization | 270,000 compounds, 0.23% hits | AID 1768 | Potency, µM (top dose mostly 61.6 µM), for the others: at the highest dose FP activity change, negative = inhibition, usual class: inhibitors | O00255; active means well fitted inhibition curve with a large enough effect in the polarisation, with a control signal flat, not every such curve was filed as active; inconclusive means small, poorly fitted or top-dose-only effect, or effect the other way, or a change in a side signal; inactive means no such curve, though single readings can be large or run the other way; the % refers to the polarisation; further: potency means the concentration at half of the fitted maximal effect; % of control where 0% means no effect; many of its hits are not listed in these tables
# TSHR antagonist = blocks TSH signaling through the human TSH receptor; P16473; TSHR-expressing cells, TSH-stimulated cAMP HTRF, 2 h; hits give low values; activity change, negative = inhibition, % at 11.5 µM; 330,000 compounds, 0.2% hits; AID 504810;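 active means activity change below a set negative limit, meaning inhibition stronger than a set level, cut at about -70% in these data; inconclusive means activity change between two set negative limits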; further: on the % scale 0 is the no-effect control and ±100 the full control effect
#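 Read-out is FRET at 665 nm (cryptate excitation 337 nm) from a cryptate-tagged anti-cAMP antibody, competed by cell cAMP against cAMP-d2. Compounds are tested on freshly harvested TSHR cells challenged with 4nM TSH (EC80) for 2 hours at 37 deg C.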
# CXXC DNA block = inhibitors of human MLL CXXC domain-DNA interaction | 290,000 compounds, 0.037% hits | Potency, µM (highest dose often 115 µM), for inactives: top-dose activity change, negative = inhibition, actives largely listed as inhibitors | Q03164 | AID 2662 | MLL-CXXC / FITC-HOXA9 DNA fluorescence polarization; active means well fitted inhibition curve with a large enough effect in the polarisation, with a control signal flat, not every such curve was filed as active; inconclusive means small, poorly fitted or top-dose-only effect, or effect the other way, or a change in a side signal; inactive means no such curve, though single readings can be large or run the other way; the % refers to the polarisation; further: potency means the concentration at half of the fitted maximal effect
#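 Fluorescence polarization: 7 uM MLL-CXXC (stock) preincubated 5 min with compounds, then 50 nM fluorescein-HOX-A9 DNA (stock) added; 30 min ambient. Buffer 50 mM Tris-HCl pH 7.5, 50 mM NaCl, 1 mM DTT, 0.05% BSA.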
# Mito fusion yeast = mitochondrial division inhibition or fusion activation | S. cerevisiae fusion-defective mutant growth rescue, CellTiterGlo 48 h | Potency, µM (highest dose often 46.1 µM), without a hit: at the highest dose growth rescue (activation), hits mostly activators | 320,000 compounds, 0.23% hits;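 further: potency means the concentration at half of the fitted maximal effect; % of control where 0% means no effect; nearly all actives have a fitted effect of over 45% in size; temperature-sensitive fusion mutants such as fzo1-1 at 37 °C on non-fermentable ethanol glycerol medium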
#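 Growth-rescue viability read-out: after 48 h at the non-permissive 37C in glycerol/ethanol YPEG, yeast mitochondrial fusion mutants are measured by CellTiterGlo luminescence; compounds (23 nl pinned per well) restoring growth score as division inhibitors or fusion activators.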
# a7 integrin act = activators of alpha7 integrin expression for muscular dystrophy | Potency, µM (highest dose often 38.3 µM), for inactives: at the highest dose activation, hits mostly activators | 350,000 compounds, 0.064% hits | alpha7betagal myoblasts, beta-gal FDG fluorescence, 48 h | AID 624291;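 further: potency means the concentration at half of the fitted maximal effect; 100% = response of the positive control SU9516; nearly all actives have a fitted effect of over 60% in size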
#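 Alpha7betagal+/- myoblasts (passage 13) were plated 16-24 hr, then exposed to compounds (1:260 dilution of DMSO stock) for 48 hours at 37C. After MPER lysis, β-galactosidase reporter activity was read as FDG fluorescence (ex 480/em 540) after 30 minutes.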
# AT treatment = candidate therapy for ataxia-telangiectasia; […] A-T fibroblasts, KAP-1 phosphorylation AlphaLISA; neocarzinostatin DNA damage 30 min before lysis; Potency, µM (titrated, usually from 57.5 µM), for the others: top-dose activation, most hits filed as activators; 320,000 compounds, 0.19% hits; AID 485349; further: potency means the concentration at half of the fitted maximal effect; % of control where 0% means no effect; nearly all actives have a fitted effect of over 45% in size
#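 ATM-like activity read as KAP-1 phosphorylation via AlphaLISA donor/acceptor antibody pairs after lysis and 6 hr at 25C. Cells were ATM-null patient fibroblasts ([…], hTERT), dosed 60 min, then exposed to the DSB inducer NCS for 30 min.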
# ASM inhibitor = blocks human secretory acid sphingomyelinase; Potency, µM (highest dose often 57.5 µM), for the others: top-dose activity change, negative = inhibition, actives largely listed as inhibitors; AID 504937; 340,000 compounds, 0.006% hits; P17405; placental ASM, HMU-PC fluorogenic substrate, 60 min; further: potency means the concentration at half of the fitted maximal effect
#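 HMU-PC0 cleavage (9 uM final) by human placental ASM, 60 min at 37 °C following 10 min compound exposure at RT; stopped at pH 10, fluorescence Ex 386/Em 447 nm.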
# Numbers without * were called inactive; ? = inconclusive; nt = no result given; [ ] = another dose, or the depositor's remark. Unless noted, the call rests on the fitted dose curve; in most records, active means well fitted curve in the direction sought with a large enough effect; inconclusive means small, poorly fitted or top-dose-only effect, or another doubt; inactive means no such curve, though single readings can be large; an effect the other way counts as inactive or inconclusive. This is a subset; rates above refer to the full screens.
SMILES,MBNL1-CUG inh,PTAP TSG101 blk,TCR act,Menin MLL FP TR,TSHR antagonist,CXXC DNA block,Mito fusion yeast,a7 integrin act,AT treatment,ASM inhibitor
O=C(/C=C/c1cccc(F)c1)Nc1nccs1,9%,-6%,-4%,0%,-13,7%,1%,14%,0%,-1%
Cc1c(/C=N/NC(N)=O)c2ccccn2c1C(=O)c1ccc(F)cc1,nt,2%,-9%[46.1 µM],-21%,-7,5%,5%,13%,-10%,-12%
Cc1nc2ccccn2c1/C(O)=C1\C(=O)C(=O)N(CCN2CCOCC2)C1c1cccs1 (stereo not drawn),10%,-4%,1%,-3%,0,1%,-4%,0%,4%,-3%
Cc1cc(C)n2nc(SC(C)C(=O)Nc3ccccc3F)nc2n1 (stereo not drawn),nt,-4%,-3%,nt,-9,nt,nt,13%,24%,-3%
CCOC(=O)c1c(NC(=S)N2CCOCC2)sc2c1CCN(C(=O)OCC)C2,7%,1%,-3%,nt,-15,-13%,-4%,-67%[inhibitor],?,-4%
Cc1ccc2oc(-c3ccc(NC(=O)CC(C)C)cc3)nc2c1,-4%,-6%,-3%,14%,-18,-3%,-1%,8%,5%,4%
C=CCNCC#CCOc1ccc(OC)cc1,-5%,0%,1%,-6%,5,5%,0%,-61%[inhibitor],nt,2%
CCCCCc1nnc(NC(=O)NS(=O)(=O)c2ccc(C)cc2)s1,0%,1%,0%,10%,-13,7%,-1%,-33%,2%,1%[11.5 µM]
COc1ccc(-c2sc3ccc(OC)cc3c2C#CCCO)cc1,19%,nt,6%,?,-8,-3%,18%,-24%,?,2%
O=C(O)c1ccccc1C(=O)c1cccs1,25%,-2%,2%,-1%,-1,-1%,0%,?,-2%,5%
COc1cccc(NC(=S)N(CCN(C)C)C(C)c2ccncc2)c1 (stereo not drawn),-1%,-3%,-1%,nt,7,-13%,-8%,-25%,-5%,3%
Cc1ccc(-n2cc(CNC(C)c3cnn(C)c3C)c(-c3ccc(F)cc3)n2)cc1 (stereo not drawn),5%,-16%,-4%,-19%,21,5%,-7%,-57%[inhibitor],-6%,-1%
NS(=O)(=O)c1ccc(CCNC(=O)CCCn2c(SCC(=O)N3CCCC3)nc3ccsc3c2=O)cc1,7%,-7%,4%,-17%,0,-2%,-2%,-11%,3%,6%
CCCCc1nnc(SCC(=O)NC2CCCCC2)n1C,-1%,-6%,5%,-1%,30,1%,-1%,-39%,-10%,7%
O=C(O)c1ccc(-c2ccccc2C(F)(F)F)o1,-10%,-2%,nt,-16%,-9,-5%,-1%,5%,1%,-4%
COc1ccc(NC(=O)c2cnc(SC)nc2C)c(OC)c1,0%,-1%,12%,?,1,8%,-3%,18%,-2%,-7%
C[C@H](NC(=O)c1nc[nH]c1C(=O)NCCCCCN)C(=O)OCc1ccccc1,nt,1%,-8%,nt,0,nt,-1%,0%,4%,6%
Cc1cc(/C=C2\C(=N)N3N=C(CC(=O)N4CCOCC4)SC3=NC2=O)c(C)n1Cc1ccccc1,-13%,0%,4%,nt,-9,-2%,-7%,13%,-5%,5%
O=C(COc1ccccc1Cl)NCc1nc(-c2ccccc2)no1,-2%,1%,-5%,-10%,35,?,-2%,17%,16%,-16%
CCN1CCN(C(=S)Nc2cccc(Cl)c2)CC1,-7%,0%,2%,2%,0,6%,0%,10%,3%,-2%
CC(C)c1ccc(-c2c(C#N)c(N)nc3c2CCCCC3)cc1,8%,0%,-2%,-5%,1,11%,1%,10%,14%,11%
O=C1C2C3C=CC(C4CC34)C2C(=O)N1c1nccs1 (stereo not drawn),nt,-7%,9%[46.1 µM],-10%,7,-3%,-5%,11%,-2%,4%
O=C(CNC(c1ccccc1)c1ccccc1)Nc1ccccc1Br,-5%,0%,-7%,?,-9,-2%,2%,14%,10%,-12%
CCSc1nnc(CNc2ccc(F)cc2)n1CC1CCCO1 (stereo not drawn),1%,-1%,nt,6%,-1,8%,0%,9%,6%,5%
NC(=O)CSc1nnc(-c2cc(-c3ccc(Cl)cc3)nc3ccccc23)o1,0%,5%,-3%,?,2,7%,6%,-19%,-3%,4%
CCc1nc2ccccc2n1Cc1ccc(OC)c(OC)c1,?,0%,0%[46.1 µM],-4%,-8,-2%,1%,15%,3%,1%
O=C(Nc1sc2c(c1C(=O)N1CCOCC1)CCCCC2)c1cccnc1,1%,-3%,3%,12%,5,-4%,4%,-2%,-1%,1%
COc1ccc(N2CCN(c3ncnc4nc[nH]c34)CC2)cc1,2%,0%,2%[46.1 µM],1%,-1,0%,-2%,22%,4%,1%
CCOc1ccc(C2OCCC(C)O2)cc1OC (stereo not drawn),nt,1%,9%,nt,nt,nt,nt,23%,nt,-1%
O=C(C[n+]1cc(-c2ccc(Cl)cc2)n2c1CCCCC2)c1ccccc1,-5%,-2%,2%,nt,10,0%,3%,-20%,-23%,0%
CN(C)CCNc1ncnc2c1sc1nc(N3CCCC3)c3c(c12)CC(C)(C)OC3,-10%,-4%,2%,nt,-2,?,-15%,-75%[inhibitor],4%,-7%
O=C1CCC(C(=O)N2CCN(c3cnccn3)CC2)CN1CCc1ccc(Cl)cc1 (stereo not drawn),-14%,0%,4%,-12%,-3,1%,0%,-2%,-5%,13%
Cc1cc2c(cc1C)CSC(c1ccccc1O)SC2,?,-4%,0%,?,-35,14%,?,16%,1%,-15%
CCCCNc1c(-c2ccc(OC)c(SC(C)CC)c2)nc2ccc(C)cn12 (stereo not drawn),nt,-6%,-7%,nt,-37,nt,nt,-40%,12%,235%[activator]
Cc1cccc(NC(=S)NNC(=O)CCn2nc(C)c([N+](=O)[O-])c2C)c1,-2%,-7%,7%[46.1 µM],2%,10,-1%,3%,-32%[7.66 µM],0%,10%
Cc1ccc(NC(=O)c2ccccc2N(C)S(C)(=O)=O)cc1C,2%,3%,3%,-3%,15,3%,2%,-1%,-2%,2%
COCCn1c(SCC(=O)NCCCN2CCCC2=O)nc2sc3c(c2c1=O)CCCC3,nt,1%,1%,nt,nt,nt,nt,10%,nt,5%
CCN(CC)Cc1c(O)ccc2c(=O)c(-c3ccccc3OC)coc12,16%,-2%,nt,-2%,4,-3%,-1%,-2%,7%,240%[activator]
O=C(N/N=C/c1ccc([N+](=O)[O-])o1)c1sc2ccccc2c1Cl,?,0%,3%,nt,4,25%,8%,-47%[inhibitor],45%,-3%
COC(=O)c1cccc(NC(=O)c2cnoc2C)c1,9%,0%,1%[46.1 µM],-12%,4,2%,-3%,-5%[7.66 µM],-2%,-2%
COc1ccc(/C=C(\NC(=O)c2ccc(OC)c(OC)c2)C(=O)N2CCN(C)CC2)cc1,3%,-1%,6%,nt,14,1%,-7%,4%,4%,1%
Cc1ccc(-n2nc3ccc(NC(=O)c4cccc([N+](=O)[O-])c4C)cc3n2)cc1,nt,-2%,-2%[46.1 µM],0%,-27,?,-1%,17%,1%,-8%
COc1ccc(NC2c3ncccc3C(=O)N2Cc2cccs2)cc1 (stereo not drawn),-12%,0%,-1%,-4%,5,5%,-2%,10%,-5%,4%
CCOc1ccccc1NC(=O)Cn1c(=O)oc2cc(Cl)ccc21,10%,-3%,3%,-2%,2,13%,2%,?,-3%,-3%
COCn1c(-c2ccc(OC)cc2)nc2ccccc21,2%,-6%,-12%[46.1 µM],0%,16,1%,-7%,0%,2%,0%
C[C@]12c3[nH]c4cc(-c5ccco5)ccc4c3CCN1C(=O)[C@@H](CC(=O)NCC13CC4CC(CC(C4)C1)C3)C[C@@H]2C(=O)N1CCOCC1,nt,-10%,-1%[46.1 µM],nt,-1,nt,nt,-36%,3%,?
CC1(C)C2CCC1(CS(=O)(=O)N1CCCc3ccccc31)C(=O)C2 (stereo not drawn),11%,-2%,-1%,-12%,-6,-1%,25%,-29%,3%,1%
COc1ccccc1C(=O)Nc1nnc(-c2ccccc2)s1,43%[activator],0%,-1%,30%,-16,1%,-1%,?,14%,6%
O=C(NCc1cccnc1)C1c2ccccc2C(=O)N1C1CCCCCC1 (stereo not drawn),5%,-1%,3%,-7%,7,15%,0%,?,-9%,-3%
O=C(NCc1ccccn1)c1cc(S(=O)(=O)N2CCN(c3ccccc3)CC2)ccc1Cl,1%,-1%,1%,7%,-9,-9%,3%,0%[7.66 µM],5%,0%
